hIAP block – human IAP inhibition | P09923 | purified IAP, CDP-Star luminescence, 30 min | inhibition, % at 10 µM | 330,000 tested, 0.12% active | AID 2544;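 active = inhibition reaching a set limit with compound at 10 µM in the primary screen, cut at about 35% in these data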;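 also: plate controls were DMSO wells with enzyme for no effect and no-enzyme buffer wells for full effect; values of inactives mirror those of a sister screen read the other way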
Target sequence (P09923 whole entry, looked up): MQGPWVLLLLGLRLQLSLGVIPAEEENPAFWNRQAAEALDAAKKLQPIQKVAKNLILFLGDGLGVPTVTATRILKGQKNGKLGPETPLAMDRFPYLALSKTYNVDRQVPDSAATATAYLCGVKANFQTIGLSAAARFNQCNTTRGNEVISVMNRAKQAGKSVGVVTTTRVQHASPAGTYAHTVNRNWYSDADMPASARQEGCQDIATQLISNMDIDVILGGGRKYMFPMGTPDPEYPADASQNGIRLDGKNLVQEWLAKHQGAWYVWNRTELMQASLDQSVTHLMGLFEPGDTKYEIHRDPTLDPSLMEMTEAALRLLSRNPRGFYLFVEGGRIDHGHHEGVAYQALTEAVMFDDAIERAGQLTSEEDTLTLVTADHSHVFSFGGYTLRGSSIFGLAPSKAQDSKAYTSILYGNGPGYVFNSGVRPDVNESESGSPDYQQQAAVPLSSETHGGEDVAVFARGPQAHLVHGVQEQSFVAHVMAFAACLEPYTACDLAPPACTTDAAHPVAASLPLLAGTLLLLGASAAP
hIAP act – increases human intestinal alkaline phosphatase activity; purified human IAP, CDP-Star luminescence, 30 min; stronger effect = higher value; 1 = vehicle-only enzyme, 0 = enzyme-free background; P09923; activation factor at 10 µM; AID 2524; 330,000 tested, 0.16% active;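 active = activation factor of the enzyme at least 2-fold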; also: the source names both 10 and 20 µM as test concentration; values of inactives mirror those of a sister screen read the other way
mIAP block – blocks mouse intestinal alkaline phosphatase. AID 2806. purified mouse IAP, CDP-Star luminescence, 30 min. inhibition, % at 10 µM. 330,000 tested, 0.2% active;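 active = inhibition of at least 40% at 10 µM in the primary screen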;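 also: plate controls were DMSO with enzyme for no effect and no enzyme wells for full effect; values of inactives mirror those of a sister screen read the other way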
beta cell repl – inducers of beta-cell replication in MIN6 cells; AID 2380; MIN6 cells proliferation, ATPlite luminescence, 48 h; cells starved in 0.2% serum; 100% = growth in 10% serum; 330,000 tested, 0.29% active; proliferation, % at 10 µM;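 active = compounds whose signal lies at least 3.5 SD above the mean of all wells on their plate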;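 also: 0% = DMSO-treated cells in low-serum medium and 100% = 10% serum control; some compounds called inactive have numbers as strong as hits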
NR3A LBD binder – NR3A (human) ligand-binding domain modulation; 340,000 tested, 2.5% active; NR3A LBD differential scanning fluorimetry, Tm shift; 0% = protein alone, 100% = glycine-bound protein; Tm shift relative to glycine control, % at 25 µM; AID 1259313;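 active = melting temperature shift of at least 10% of the positive control shift, at one fixed dose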
mIAP activ – increases mouse intestinal alkaline phosphatase activity; muIAP, CDP-Star luminescence, 30 min; stronger effect = higher value; 1 = vehicle-only enzyme signal, 0 = enzyme-free wells; activation factor at 10 µM; 330,000 tested, 0.24% active;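 active = activation factor of at least 2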; also: the source names both 10 and 20 µM as test concentration; values of inactives mirror those of a sister screen read the other way
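Assay system: mouse IAP enzyme; reagent: chemiluminescent substrate CDP-Star; dosing: test compounds delivered from DMSO solution; schedule: 30 min at room temperature; measured by: luminescence from enzymatic CDP-Star hydrolysis; controls: DMSO-only wells and no-enzyme negative control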
APOBEC3G inh – blocks human APOBEC3G single-stranded DNA deamination | inhibition, % at 20 µM | recombinant A3G, ssDNA deamination FAM/TAMRA fluorescence | AID 493012 | Q9HC16 | 330,000 tested, 0.28% active;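 active = inhibition of at least 40% at 20 µM, with no more than 30% in the related APOBEC3A deaminase screen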;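 also: plate controls were DMSO wells with A3G for no effect and wells lacking A3G enzyme for full effect; some compounds called inactive have numbers as strong as hits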
MPTP inh – inhibitors of mitochondrial permeability transition pore. isolated mouse mitochondria, Ca2+ swelling absorbance, 30 min. inhibition, % at 10 µM. 360,000 tested, 1.4% active;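 active = inhibition of 50% or more, scaled per plate between neutral and stimulator controls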;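 also: 0% = DMSO wells given calcium and 100% = 1 mM EGTA wells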
A3A deaminase – blocks human APOBEC3A ssDNA deamination; P31941; recombinant A3A, FAM/TAMRA ssDNA deamination fluorescence; inhibition, % at 20 µM; 330,000 tested, 0.41% active; AID 493011;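 active = at least 40% inhibition at 20 µM here, with at most 30% in a related deaminase screen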;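 also: plate controls were A3A with DMSO for no effect and wells lacking A3A enzyme for full effect; some results filed as inactive read as strong as hits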
Target sequence (P31941 whole entry, looked up): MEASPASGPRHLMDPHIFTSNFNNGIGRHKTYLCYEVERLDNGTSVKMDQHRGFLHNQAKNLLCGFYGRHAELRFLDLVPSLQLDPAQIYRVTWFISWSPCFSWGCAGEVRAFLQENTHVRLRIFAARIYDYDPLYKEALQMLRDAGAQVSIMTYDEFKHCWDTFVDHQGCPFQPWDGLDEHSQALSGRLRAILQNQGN
* marks the source's active call; other numbers are inactive results. Outcome played no part in choosing rows. About 5% of those tested had a hit in this group.

Key to letters – A = hIAP block; B = hIAP act; C = mIAP block; D = beta cell repl; E = NR3A LBD binder; F = mIAP activ; G = APOBEC3G inh; H = MPTP inh; I = A3A deaminase
O=C1CC(C(=O)Nc2cc(Cl)ccc2Cl)n2ncnc2N1 (centres undefined)
  A = 2 | B = 0.98 | C = 6 | D = -2 | E = 0 | F = 0.94 | G = -3 | H = -0.8 | I = 1

CNC(=S)N(CCc1c(C)[nH]c2ccc(C)cc12)Cc1cccs1
  A = 2 | B = 0.98 | C = 0 | D = -3 | E = 1 | F = 1 | G = 10 | H = -0.4 | I = 0

CC(C)C1Cc2ccccc2-c2[nH]c(=S)[nH]c(=O)c21 (centres undefined)
  A = -7 | B = 1.1 | C = -2 | D = -2 | E = 1 | F = 1 | G = -2 | H = 2.9 | I = -1

Cc1ccc(C(=O)N2CC=C(c3ccccc3)CC2)o1
  A = 6 | B = 0.94 | C = 1 | D = -2 | E = -3 | F = 0.99 | G = -4 | H = -0.8 | I = 0

CCn1cc([N+](=O)[O-])c(C(=O)N2CCN(C(=O)c3ccco3)CC2)n1
  A = 12 | B = 0.88 | C = 9 | D = -3 | E = 2 | F = 0.91 | G = 5 | H = 0.6 | I = 3

Cc1cc2nc(-c3ccc(SCc4ccccn4)nc3)[nH]c2cc1C
  A = 7 | B = 0.93 | C = -6 | D = -1 | E = 4 | F = 1.1 | G = -9 | H = 3.9 | I = 0

Cc1c(OC(C)C(=O)NCCCN2CCOCC2)ccc2c1oc(=O)c1ccccc12 (centres undefined)
  A = -10 | B = 1.1 | C = -3 | D = -2 | E = 3 | F = 1 | G = -7 | H = 0.1 | I = -4

Cc1ccc(C(OCC(O)CN2CCCCC2)c2ccccc2)cc1 (centres undefined)
  A = -21 | B = 1.2 | C = -10 | D = -2 | E = 0 | F = 1.1 | G = -6 | H = 1.3 | I = -2

O=C(Nc1ccccc1C(=O)N1CCN(c2ccccc2)CC1)c1ccco1
  A = 1 | B = 0.99 | C = -4 | D = 1 | E = -2 | F = 1 | G = -1 | H = -1.0 | I = -4

O=C(CSc1nnc(-c2ccccn2)n1Cc1ccccc1)Nc1ccc2c(c1)OCO2
  A = 5 | B = 0.95 | C = 2 | D = 2 | E = 3 | F = 0.98 | G = -2 | H = -2.9 | I = 0

COc1ccc(NS(=O)(=O)c2ccc3oc(SCC(N)=O)nc3c2)cc1
  A = 2 | B = 0.98 | C = 6 | D = 0 | E = 0 | F = 0.94 | G = -10 | H = -1.0 | I = -1

COc1ccccc1-c1ccc(=O)n(CC(=O)NCc2cccs2)n1
  A = -16 | B = 1.2 | C = 8 | D = 2 | E = -1 | F = 0.92 | G = -7 | H = -2.0 | I = -2

CCOc1cccc(CNCc2ccc(C(=O)O)cc2)c1
  A = -3 | B = 1 | C = 1 | D = -1 | E = 0 | F = 0.99 | G = 1 | H = 0.0 | I = 0

COc1cccc(-n2nnnc2S(C)(=O)=O)c1
  A = 0 | B = 1 | C = -3 | D = -6 | E = 3 | F = 1 | G = 5 | H = 2.0 | I = -4

Cc1ccc(C)c(-n2cc(CNCCc3cnccn3)c(-c3ccccc3)n2)c1
  A = 4 | B = 0.96 | C = 3 | D = -4 | E = -1 | F = 0.97 | G = -2 | H = 3.3 | I = 1

O=C(Cc1cccc(NC(=O)C2CCCN(C(=O)C3CCCCC3)C2)c1)Nc1cccc(C(=O)N2CCCC2)c1 (centres undefined)
  A = -12 | B = 1.1 | C = -26 | D = -3 | E = -3 | F = 1.3 | G = -6 | H = 0.3 | I = -1

CC(C)(C)c1ccc(-c2nc(C#N)c(NCCCn3ccnc3)o2)cc1
  A = -2 | B = 1 | C = -4 | D = -3 | E = 5 | F = 1 | G = -11 | H = 2.4 | I = -3

Cc1nc2ccc(NC(=O)Cc3ccsc3)cc2s1
  A = -25 | B = 1.3 | C = -14 | D = -3 | E = -12 | F = 1.1 | G = -4 | H = 0.7 | I = 1

Cc1ccc(S(=O)(=O)N(CC(=O)c2ccccc2)C(=O)N2CCN(C)CC2)cc1
  A = -2 | B = 1 | C = -5 | D = -2 | E = -3 | F = 1 | G = -6 | H = -3.0 | I = 1

CC1CCN(S(=O)(=O)c2ccc3[nH]c(=O)c(=O)[nH]c3c2)CC1
  A = -10 | B = 1.1 | C = 8 | D = -3 | E = 0 | F = 0.93 | G = -3 | H = -0.8 | I = 0

CCOC(=O)C1(CCOC)CCN(C(=O)Cc2ccsc2)CC1
  A = -9 | B = 1.1 | C = 6 | D = -1 | E = 3 | F = 0.94 | G = -7 | H = 1.9 | I = 2

COc1ccccc1/C=C/C=N/n1c(-c2ccco2)n[nH]c1=S
  A = -14 | B = 1.1 | C = 17 | D = 2 | E = 1 | F = 0.83 | G = 16 | H = 1.8 | I = -5

COc1cc(/C=N/NC(N)=O)ccc1OCC(=O)N1C(C)CCCC1C (centres undefined)
  A = -6 | B = 1.1 | C = -19 | D = 0 | E = 1 | F = 1.2 | G = -5 | H = -0.9 | I = -4

O=C([C@@H]1CCCN1C(=O)c1cccs1)N1CCN(S(=O)(=O)c2cccc(F)c2)CC1
  A = 13 | B = 0.87 | C = -6 | D = -3 | E = 0 | F = 1.1 | G = -5 | H = -0.5 | I = 4

CC(NC(=O)Cc1ccc(-c2ccccc2)cc1)c1ccccc1 (centres undefined)
  A = -14 | B = 1.1 | C = -3 | D = -5 | E = -3 | F = 1 | G = 10 | H = 2.9 | I = -1

CC1=NN(C(N)=S)C(=O)C1N=Nc1ccc(Br)cc1 (centres undefined)
  A = -50 | B = 1.5 | C = 25 | D = -3 | E = 3 | F = 0.75 | G = -1 | H = 3.3 | I = -8

Nc1nc(SCc2ccccc2)[nH]c(=O)c1-c1ccccc1
  A = -3 | B = 1 | C = 3 | D = -2 | E = 1 | F = 0.97 | G = -5 | H = -0.3 | I = 9

Cc1ccc(-c2csc(NC(=O)c3c(C)noc3C)n2)s1
  A = -2 | B = 1 | C = 16 | D = -7 | E = -7 | F = 0.84 | G = -5 | H = -0.8 | I = -3

Cc1[nH]nc2c1C(c1cccnc1)N(c1ccc(Br)cc1)C2=O (centres undefined)
  A = 4 | B = 0.96 | C = 4 | D = -1 | E = 1 | F = 0.96 | G = -7 | H = 0.3 | I = -2

COc1ccccc1OCC(O)Cn1c(=N)n(Cc2ccccc2)c2ccccc21 (centres undefined)
  A = 13 | B = 0.87 | C = -7 | D = -5 | E = 0 | F = 1.1 | G = -5 | H = 5.1 | I = 1

CNC(=S)N1CCN(c2nc(-c3cccc(OC)c3)cs2)CC1
  A = -1 | B = 1 | C = -5 | D = -1 | E = -6 | F = 1 | G = -7 | H = 1.5 | I = -4

CCCN(CC(=O)Nc1ccccc1OC)C(=O)CCNC(=O)c1ccccc1OC
  A = 3 | B = 0.97 | C = 3 | D = 5 | E = 0 | F = 0.97 | G = -5 | H = -0.4 | I = -5

CC1=C(C(=O)Nc2ccc(C)cc2C)C(c2ccc(Cl)cc2)n2nc(C(=O)OC(C)C)nc2N1 (centres undefined)
  A = 2 | B = 0.98 | C = -4 | D = -1 | E = -14 | F = 1 | G = -6 | H = -1.4 | I = -1

Cc1ccc(SCC(=O)N2N=CCC2c2ccccc2)cc1 (centres undefined)
  A = 7 | B = 0.93 | C = 6 | D = 2 | E = -2 | F = 0.94 | G = -7 | H = -1.9 | I = -4

C=CCNC(=O)c1ccccc1NC(=O)C1CCN(S(=O)(=O)c2ccc(SC)cc2)CC1
  A = 3 | B = 0.97 | C = 3 | D = -2 | E = 1 | F = 0.97 | G = 12 | H = -0.8 | I = 44*

O=c1cc(N2CCN(c3ccccc3F)CC2)[nH]c(=O)n1-c1ccc(Br)cc1
  A = 30 | B = 0.7 | C = 11 | D = -3 | E = 2 | F = 0.89 | G = -7 | H = -0.9 | I = -4

CCc1sc(C(=O)N2CCCN(C)CC2)cc1Br
  A = -13 | B = 1.1 | C = 6 | D = -2 | E = 0 | F = 0.94 | G = -1 | H = 0.9 | I = 0

CCSc1nnc(N2C(=O)c3ccc(C(=O)c4ccc(C(=O)O)cc4)cc3C2=O)s1
  A = 10 | B = 0.9 | C = 14 | D = -1 | E = 2 | F = 0.86 | G = -5 | H = -1.1 | I = -5

O=C(Nc1c2c(nn1-c1ccccc1)CSC2)c1ccc(N2C(=O)CCC2=O)cc1
  A = -3 | B = 1 | C = -3 | D = -2 | E = 0 | F = 1 | G = -2 | H = -1.9 | I = 0

CCOC(=O)c1nc(C)nc(Sc2n[nH]c(-c3cc(C(F)(F)F)cc(C(F)(F)F)c3)n2)c1C
  A = -6 | B = 1.1 | C = -3 | D = -4 | E = 13* | F = 1 | G = -5 | H = 65* | I = -1

Cc1noc(C)c1CC(=O)N1CCCC(C(=O)c2ccc(C(C)(C)C)cc2)C1 (centres undefined)
  A = -5 | B = 1.1 | C = 8 | D = -1 | E = -3 | F = 0.92 | G = -2 | H = 13 | I = -3

FC(F)(F)c1ccc(/C=N/NC(=S)NC2CCCCC2)cc1
  A = -2 | B = 1 | C = 6 | D = -3 | E = 3 | F = 0.94 | G = -6 | H = 1.4 | I = -4

CC(C)(CN1CCCCC1)NS(=O)(=O)c1ccc(Cl)cc1
  A = -12 | B = 1.1 | C = -6 | D = -2 | E = -1 | F = 1.1 | G = -5 | H = 4.4 | I = -2

Arranged by molar mass (lowest first): 8 of the compounds above.
Key to letters – A = hIAP block; B = hIAP act; C = mIAP block; D = beta cell repl; E = NR3A LBD binder; F = mIAP activ; G = APOBEC3G inh; H = MPTP inh; I = A3A deaminase
CCc1sc(C(=O)N2CCCN(C)CC2)cc1Br
  A = -13 | B = 1.1 | C = 6 | D = -2 | E = 0 | F = 0.94 | G = -1 | H = 0.9 | I = 0

CNC(=S)N1CCN(c2nc(-c3cccc(OC)c3)cs2)CC1
  A = -1 | B = 1 | C = -5 | D = -1 | E = -6 | F = 1 | G = -7 | H = 1.5 | I = -4

Cc1noc(C)c1CC(=O)N1CCCC(C(=O)c2ccc(C(C)(C)C)cc2)C1 (centres undefined)
  A = -5 | B = 1.1 | C = 8 | D = -1 | E = -3 | F = 0.92 | G = -2 | H = 13 | I = -3

CCSc1nnc(N2C(=O)c3ccc(C(=O)c4ccc(C(=O)O)cc4)cc3C2=O)s1
  A = 10 | B = 0.9 | C = 14 | D = -1 | E = 2 | F = 0.86 | G = -5 | H = -1.1 | I = -5

O=c1cc(N2CCN(c3ccccc3F)CC2)[nH]c(=O)n1-c1ccc(Br)cc1
  A = 30 | B = 0.7 | C = 11 | D = -3 | E = 2 | F = 0.89 | G = -7 | H = -0.9 | I = -4

C=CCNC(=O)c1ccccc1NC(=O)C1CCN(S(=O)(=O)c2ccc(SC)cc2)CC1
  A = 3 | B = 0.97 | C = 3 | D = -2 | E = 1 | F = 0.97 | G = 12 | H = -0.8 | I = 44*

CC1=C(C(=O)Nc2ccc(C)cc2C)C(c2ccc(Cl)cc2)n2nc(C(=O)OC(C)C)nc2N1 (centres undefined)
  A = 2 | B = 0.98 | C = -4 | D = -1 | E = -14 | F = 1 | G = -6 | H = -1.4 | I = -1

CCOC(=O)c1nc(C)nc(Sc2n[nH]c(-c3cc(C(F)(F)F)cc(C(F)(F)F)c3)n2)c1C
  A = -6 | B = 1.1 | C = -3 | D = -4 | E = 13* | F = 1 | G = -5 | H = 65* | I = -1
